Assay outcomes deposited in PubChem by Broad Institute.
C2C12 statin – suppression of simvastatin myotoxicity. AID 602340. 0.78% of 330,000 active. rescue of ATP level, % at 7.49 µM. C2C12 myotubes + simvastatin, ATP luminescence, 48 h; scaled: DMSO 0, geranylgeraniol control 100;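 active = mean ATP rescue above about 67%, or every replicate alone reaching that limit, limit read from the data, passing the limit was not always enough; inconclusive = no clear call, values can overlap the other calls; inactive = mean under the limit and some replicate under it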;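 also: myotubes were challenged with 10 µM simvastatin during compound exposure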
PGC1a acetyl inh – modulators of PGC1a acetylation; U2OS PGC1a acetylation, AlphaScreen anti-acetyl-lysine; with virally co-expressed GCN5 acetyltransferase; inhibition, % at 15.6 µM; 0.17% of 350,000 active; AID 651687;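 active = every replicate shows inhibition of at least 40%; inconclusive = mean inhibition at least 40% but some replicate below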;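 also: 0% = neutral control wells and 100% = positive control wells; some results beyond the cut were filed as inactive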
INS-1E GSIS act – GLuc luminescence reporter in INS-1E cells, primary screen for activators of glucose-dependent secretion of insulin; 0.61% of 370,000 active; INS-1E GLuc reporter insulin secretion, 2-3 h; activation, % at 16.6 µM;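 active = lowest replicate activation of at least 40%, so every replicate reaches that level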;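 also: 0% = median of neutral control wells and 100% = median of IBMX positive control wells; some compounds called inactive have numbers as strong as hits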
PAX8 inh HTS – PAX8 transcriptional activity inhibition; inhibition, % at 12.6 µM; RMG-I TPO-luciferase reporter, SteadyGlo, 24 h; AID 652154; 1.2% of 360,000 active;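 active = mean replicate inhibition at least 60% with every replicate also reaching 60%; inconclusive = only one of the two criteria is met; inactive = mean below 60% and not all replicates reaching 60%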;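 also: luciferase light reporting Pax8 driven TPO promoter activity; plate controls were median of neutral control wells for no effect and mitoxantrone controls for full effect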
ARNT-TACC3 inh – disrupts binding between human ARNT and TACC3 | AID 623870 | 0.66% of 390,000 active | inhibition, % at 9.99 µM | AlphaScreen His-ARNT PAS-B/GST-TACC3 binding, luminescence; TACC3 fragment carries E629A point mutation | Q9Y6A5;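 active = mean inhibition of replicates at least 50% and at least half of replicates each reaching 50%; inconclusive = half or more replicates reach 50% but mean below 50%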;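 also: 0% = complete ARNT plus TACC3 wells and 100% = ARNT alone without TACC3; many hits fall short of the cut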
Cneo AK release – Cryptococcus neoformans lysis via adenylate kinase release; C. neoformans lysis, adenylate kinase release luminescence, 4 h; normalised: neutral wells 0, clomiphene wells 100; lysis activity, % at 15 µM; 0.2% of 360,000 active; AID 651654;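 active = mean lysis activity across replicates of at least 80%, whatever share of replicates individually reach that level; inactive = mean lysis activity below 80%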
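Material: C. neoformans cells | Amount: Yeast cell density of 5 × 10^6 cells/mL | Medium: Fresh YPD growth medium | Dosing: Single dose | Times: Static 4 h at 37 °C with compound, 1 h detection | Detection: AK luminescence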
PglD inh – blocks C. jejuni PglD acetyltransferase activity; purified PglD enzyme, DTNB colorimetric CoA detection; inhibition, % at 12.5 µM; 0.098% of 360,000 active; in the data active = inhibition above about 16%, passing the limit was not always enough; inconclusive = no clear call, values can overlap the other calls; also: strong numbers were not always called active
LGR2 inh – inhibitors of bursicon-induced Drosophila LGR2 receptor cAMP signaling; HEK293 LGR2, CRE-luciferase, bursicon-stimulated, 4 h; inhibition, % at 9.99 µM; 0.35% of 380,000 active;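 active = drop in luminescence signal, shown as inhibition above about 50% in the replicate tests, limit read from the data, passing the limit was not always enough; inconclusive = probably only some replicates passing the limit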;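 also: agonist challenge used bursicon conditioned medium at about half maximal strength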
* = called active by the depositor; ? = inconclusive; . = no result given.

SMILES | C2C12 statin | PGC1a acetyl inh | INS-1E GSIS act | PAX8 inh HTS | ARNT-TACC3 inh | Cneo AK release | PglD inh | LGR2 inh
CCC(C)NS(=O)(=O)c1ccc(NC(=O)CCC2CCCCC2)cc1 (stereo unspecified) | 14 | 2 | . | . | -5 | 0 | 1 | .
COc1ccc(NC(=O)N(C)C[C@@H]2Oc3c(NC(=O)Nc4c(C)noc4C)cccc3C(=O)N([C@H](C)CO)C[C@H]2C)cc1 | -32 | 11 | 2 | . | 3 | -1 | 0 | -7
O=C(Nc1cccc(S(=O)(=O)N2CCCC2)c1)c1cccnc1 | . | -4 | 8 | 13 | 2 | 0 | -3 | -3
CN(Cc1ccc(F)cc1)Cc1nc(CCc2ccccc2)no1 | . | 3 | -33 | -3 | -5 | . | . | 7
CCOc1ccc(N(CC(=O)NCc2ccc(Cl)cc2)S(=O)(=O)c2ccccc2)cc1 | 12 | . | -5 | 18 | 2 | 2 | 2 | 9
CCNC(=S)N(CCc1cccc(C)c1)Cc1cc2cc(OC)c(OC)cc2[nH]c1=O | . | -2 | -18 | -9 | 8 | -8 | -3 | 9
CCn1c(NC(=O)c2ccc(COc3ccc(C)cc3[N+](=O)[O-])o2)nc2ccccc21 | -10 | -32 | . | . | 5 | 2 | 0 | 4
CCc1ccc2c(c1)C(C)=CC(C)(C)N2 | -2 | . | . | . | 7 | -3 | -3 | .
O=C(O)CC1S/C(=N/N=C/C=C/c2ccccc2[N+](=O)[O-])NC1=O (stereo unspecified) | . | 8 | 12 | -5 | 34* | 0 | -6 | 2
Cc1nc([N+](=O)[O-])cn1CC(=O)c1ccc(Cl)cc1 | 1 | . | . | -7 | -2 | -1 | 4 | 14
COc1cccc(CNC(=O)c2cc3c(c(-c4cccc(-c5ccc(C#N)cc5)c4)n2)[C@H](CCO)N([S@@](=O)C(C)(C)C)C3)c1 | 2 | -9 | -17 | 40 | -2 | 10 | -2 | 4
Nn1c(Cc2cccc3ccccc23)nnc1SCCOc1ccc(F)cc1 | -3 | . | -30 | 13 | -5 | . | . | 14
CN1CCN(C(=O)C[C@@H]2CC[C@@H](NS(=O)(=O)c3cccc(F)c3)[C@@H](CO)O2)CC1 | 0 | -2 | 16 | -11 | . | 1 | -1 | -7
CCN(CC(=O)NCc1ccc(F)cc1)C(=O)c1oc2ccccc2c1C | -1 | . | -7 | 7 | -4 | 2 | 5 | -3
CCOC(=O)N1CCN(C(=O)c2ccc3c(=O)n(-c4ccc(OC)cc4OC)c(=S)[nH]c3c2)CC1 | 11 | -13 | 5 | . | -1 | -1 | -1 | -4

Limited to ARNT-TACC3 inh (two entries from above):
mol	ARNT-TACC3 inh
Cc1nc([N+](=O)[O-])cn1CC(=O)c1ccc(Cl)cc1	-2
COc1cccc(CNC(=O)c2cc3c(c(-c4cccc(-c5ccc(C#N)cc5)c4)n2)[C@H](CCO)N([S@@](=O)C(C)(C)C)C3)c1	-2

Additional results:
SMILES | C2C12 statin | PGC1a acetyl inh | INS-1E GSIS act | PAX8 inh HTS | ARNT-TACC3 inh | Cneo AK release | PglD inh | LGR2 inh
CCOC(=O)c1c(NC(=O)CSc2nnc(-c3cccnc3)o2)sc(C(C)=O)c1C | -1 | 2 | . | -14 | 0 | 0 | -1 | .
Cc1ccc(OCC(=O)Nc2cccc(-c3nnc(-c4ccccc4)o3)c2)c(C)c1 | -39 | 5 | . | . | -1 | 5 | 9 | .
COc1ccc(S(=O)(=O)N(C)C[C@@H]2Oc3ccc(N(C)C)cc3C(=O)N([C@H](C)CO)C[C@H]2C)cc1 | -16 | 3 | 5 | 9 | 0 | -5 | 2 | -1
O=C(NC(=S)Nc1ccccc1OC(F)F)c1ccc2c(c1)OCO2 | -21 | . | -1 | -73 | . | 0 | -3 | -26
C[C@H](NC(=O)c1nc[nH]c1C(=O)N1CCc2ccccc2C1)c1ccccc1 | -12 | 3 | . | 22 | 11 | 1 | 6 | -15
Cc1nc(NC(=O)COC(=O)CCc2ccccc2)c(Cl)cc1Cl | -2 | 4 | 26 | -21 | 26 | 0 | -4 | -5
O=C1CNC[C@@H]2[C@H](c3ccc(C4=CCCCC4)cc3)[C@H](CO)N12 | . | -5 | 10 | -8 | . | . | . | -2
O=C(C1CC=CCC1)N1CCC(CO)(Cc2ccc(Cl)cc2)CC1 (stereo unspecified) | 10 | 0 | -32 | -3 | -1 | -2 | -1 | -12
C[C@@H]1CCCCO[C@@H](CN(C)C(=O)Nc2ccccc2)[C@@H](C)CN([C@@H](C)CO)C(=O)c2cc(NS(=O)(=O)c3ccc(F)cc3)ccc2O1 | . | -4 | -18 | 7 | . | . | . | -7
CCCn1c(SCC(=O)NCCc2ccccc2)nnc1-c1ccccn1 | 14 | -10 | . | . | 12 | -5 | -1 | .
CN(C)CCCNC(=O)C[C@H]1CC[C@@H]2[C@@H](COc3ccc(NS(C)(=O)=O)cc3C(=O)N2C)O1 | 6 | -3 | 15 | -30 | -8 | -1 | 0 | 4
COc1ccc(C(=O)CSc2ccc(-c3ccc(C)cc3)nn2)cc1 | . | -2 | -20 | -17 | -1 | 3 | 6 | -26
CCCc1nnc(NC(=O)c2cc3ccccc3o2)s1 | 3 | 1 | 1 | -111 | -28 | 1 | 2 | -66
COc1cc(C(=O)Nc2ccccc2-c2nnn(CC(N)=O)n2)cc(OC)c1OC | -9 | -20 | . | . | -3 | 4 | -3 | .
CN(C)CCCNC(=O)[C@H]1[C@H](CO)[C@H]2Cn3c(ccc(-c4cccc(F)c4)c3=O)[C@@H]1N2C | -3 | . | 1 | 3 | -7 | 1 | 0 | 5
C=CCNC(=O)C1CC(=O)N(c2ccc(OCC(=O)Nc3ccc(Cl)c(C(F)(F)F)c3)cc2)C1 (stereo unspecified) | -67 | -9 | . | . | -7 | 1 | 1 | .
C[C@@H]1CN([C@@H](C)CO)C(=O)c2cc(C#Cc3ccccc3)cnc2O[C@@H]1CN(C)C(=O)C1CC1 | 28 | 4 | -9 | . | . | 1 | 3 | -8
Cn1c(NCc2ccc3occc3c2)nc2cc(-c3ccc(F)cc3)sc2c1=O | -2 | . | . | -18 | . | 0 | -3 | -29
CC(C)NC(=O)N(C)C[C@@H]1Oc2c(cccc2N(C)C)C(=O)N([C@H](C)CO)C[C@@H]1C | -16 | 32 | 12 | -18 | -4 | -3 | -1 | -14
CC1(C)CC(=O)C2=C(C1)OC1=C(C(=O)CC(C)(C)C1)C2c1cc([N+](=O)[O-])cc([N+](=O)[O-])c1O | . | -8 | -40 | 6 | 1 | . | . | 4
N#C[C@H]1N[C@H](CO)[C@@H]1c1ccc(C#CC2CCCCC2)cc1 | 28 | -12 | 1 | 16 | -6 | -3 | 1 | -18
CCC(C)(C)NC(=O)c1ccccc1Oc1ccccc1 | . | . | 12 | -3 | -12 | . | . | 0
O=C(NC1CCCC1)N1CCCCN2[C@H](CO)[C@H](c3ccc(-c4cccnc4)cc3)[C@@H]2C1 | -12 | 0 | 1 | 2 | -1 | -1 | 0 | -9
O=C(Nc1cccc(NC(=O)c2ccco2)n1)c1ccco1 | 1 | 0 | 2 | -6 | 1 | -3 | -5 | -4
COc1ccccc1CNC(=O)c1ccc(S(=O)(=O)N(C)C)cc1 | -43 | 9 | 5 | . | 10 | 6 | -5 | -9
CC(=O)N(C)C[C@@H]1Oc2cc(C#CCN(C)C)ccc2S(=O)(=O)N([C@@H](C)CO)C[C@@H]1C | -7 | 11 | 11 | . | -7 | -2 | 2 | -1
CN1CCN(CC/C=C2/c3ccccc3Sc3ccc(S(=O)(=O)N(C)C)cc32)CC1 | -10 | . | . | -18 | 19 | 2 | 2 | .
O=C(C[C@@H]1CC[C@@H]2[C@H](COC[C@H](O)CN2Cc2cccc(C(F)(F)F)c2)O1)NCc1ccccc1 | 6 | -1 | -15 | 19 | -19 | 97* | -1 | 9
CC(C)NC(=O)Nc1ccc2c(c1)C(=O)N(C)[C@@H]1CC[C@H](CC(=O)NC3CCCCC3)O[C@@H]1CO2 | 17 | -8 | 0 | 3 | -6 | 1 | 2 | 9
CCCc1cc(=O)oc2c3c(cc(OCC(=O)NCCCn4ccnc4)c12)OC(C)(C)CC3 | -4 | 0 | 7 | . | 34 | -1 | 3 | 0
CCn1c(CNc2ccc(C)cc2C)nnc1SCC(=O)N1CCCc2ccccc21 | ? | 2 | . | . | 4 | 0 | 1 | .
Cc1ccc(-c2ccc3c(c2)O[C@H](CN(C)Cc2cccnc2)[C@H](C)CN([C@H](C)CO)S3(=O)=O)cc1 | -14 | 2 | 4 | . | 16 | 17 | 0 | 12
COc1ccccc1N1CCN(/N=C/c2cccc(Cl)c2)CC1 | -3 | . | -10 | -137 | 10 | -3 | 0 | -77
CCN(CC)Cc1nc2sc(C)c(C)c2c(=O)[nH]1 | 1 | -2 | -2 | -8 | 1 | 3 | 5 | -10
COc1ccc(CC2(CO)CCN(Cc3cnn(C)c3C)CC2)cc1 | . | . | 4 | 7 | 11 | . | . | 24
CC(C)c1ccc(NC(=O)NCc2cccnc2)cc1 | -29 | . | -4 | -2 | -16 | 1 | 11 | -9
O=C(O)CC1(CC(=O)O)Nc2ccccc2SC1=O | 0 | 5 | . | 4 | -8 | 5 | 0 | 23
COCCOC(=O)C1=C(C)NC(=O)CC1c1cc2c(cc1Br)OCO2 (stereo unspecified) | 0 | -7 | . | . | -5 | 3 | 2 | .
C[C@H]1CN([C@@H](C)CO)C(=O)Cc2cc(NC(=O)Cc3ccccc3)ccc2O[C@H]1CN(C)CC1CCCCC1 | 4 | . | 6 | -6 | 37 | -3 | 1 | -15
FC(F)(F)c1ccnc(NCc2ccco2)n1 | 24 | -6 | 6 | 1 | -6 | -1 | 0 | -12
COc1cc(NC(=O)CCCN2C(=O)NC(C)(C)C2=O)cc(OC)c1 | -3 | 11 | -1 | -14 | -1 | 13 | 3 | -23
CCOC(=O)c1c(NC(=O)Cc2cccs2)sc(C(=O)NC2CCCC2)c1C | -108 | 9 | . | 5 | 3 | 2 | 1 | .
CC(C)N(C(=O)Cn1cnc2c(cnn2-c2ccccc2Cl)c1=O)C(C)C | -24 | 16 | -7 | . | 12 | . | . | 7
CC(=O)N1CC(=O)N(OCc2ccccc2)C1c1ccc(Cl)cc1Cl (stereo unspecified) | 0 | . | 4 | . | -2 | . | . | 20
CO[C@@H]1CN(C)C(=O)c2cc(NC(=O)NC(C)C)ccc2OC[C@H](C)N(CCC(F)(F)F)C[C@@H]1C | -1 | -2 | 3 | -6 | -12 | 1 | 9 | -14
O=C(NCC(c1cccs1)N1CCOCC1)c1ccccc1NS(=O)(=O)c1ccc(Cl)cc1 (stereo unspecified) | . | . | -28 | 30 | -2 | . | . | 15
O=c1[nH]ccc2c(O)cccc12 | -8 | -6 | 8 | -21 | -3 | 1 | 1 | -20
COc1ccc(S(=O)(=O)Nc2ccc3c(c2)C(=O)N([C@@H](C)CO)C[C@H](C)[C@@H](CN(C)C(=O)Nc2ccc(F)cc2)O3)cc1 | -25 | 0 | 0 | 14 | -3 | -3 | -4 | 23
O=C(/C=C/c1ccc([N+](=O)[O-])cc1)OCC(=O)c1ccc[nH]1 | 37 | -5 | 3 | 0 | -1 | 0 | 4 | 0
O=[N+]([O-])c1ccc2[nH]ncc2c1 | . | . | 22 | -3 | 21 | . | . | -11
Nc1c(N(CCC2=CCCCC2)C(=O)COc2ccc([N+](=O)[O-])cc2)c(=O)[nH]c(=O)n1Cc1ccccc1 | -146 | 0 | -19 | 9 | 3 | -1 | -5 | 4
